Pf apPOL block – Pf-apPOL DNA polymerase inhibition. Recombinant Pf-apPOL, molecular beacon fluorescence, 1.5 h. inhibition, % at 10 µM. hit rate 0.25% among 210,000
mHTT-CaM PPI inh – disrupts binding of mutant huntingtin to calmodulin; AlphaScreen His-mHTT/GST-CaM binding, luminescence; hit rate 3.6% among 190,000; inhibition, % at 15 µM;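 also: 0% = both proteins with DMSO and 100% = one protein alone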
Target sequence (P42858 whole entry, looked up, stated change not applied): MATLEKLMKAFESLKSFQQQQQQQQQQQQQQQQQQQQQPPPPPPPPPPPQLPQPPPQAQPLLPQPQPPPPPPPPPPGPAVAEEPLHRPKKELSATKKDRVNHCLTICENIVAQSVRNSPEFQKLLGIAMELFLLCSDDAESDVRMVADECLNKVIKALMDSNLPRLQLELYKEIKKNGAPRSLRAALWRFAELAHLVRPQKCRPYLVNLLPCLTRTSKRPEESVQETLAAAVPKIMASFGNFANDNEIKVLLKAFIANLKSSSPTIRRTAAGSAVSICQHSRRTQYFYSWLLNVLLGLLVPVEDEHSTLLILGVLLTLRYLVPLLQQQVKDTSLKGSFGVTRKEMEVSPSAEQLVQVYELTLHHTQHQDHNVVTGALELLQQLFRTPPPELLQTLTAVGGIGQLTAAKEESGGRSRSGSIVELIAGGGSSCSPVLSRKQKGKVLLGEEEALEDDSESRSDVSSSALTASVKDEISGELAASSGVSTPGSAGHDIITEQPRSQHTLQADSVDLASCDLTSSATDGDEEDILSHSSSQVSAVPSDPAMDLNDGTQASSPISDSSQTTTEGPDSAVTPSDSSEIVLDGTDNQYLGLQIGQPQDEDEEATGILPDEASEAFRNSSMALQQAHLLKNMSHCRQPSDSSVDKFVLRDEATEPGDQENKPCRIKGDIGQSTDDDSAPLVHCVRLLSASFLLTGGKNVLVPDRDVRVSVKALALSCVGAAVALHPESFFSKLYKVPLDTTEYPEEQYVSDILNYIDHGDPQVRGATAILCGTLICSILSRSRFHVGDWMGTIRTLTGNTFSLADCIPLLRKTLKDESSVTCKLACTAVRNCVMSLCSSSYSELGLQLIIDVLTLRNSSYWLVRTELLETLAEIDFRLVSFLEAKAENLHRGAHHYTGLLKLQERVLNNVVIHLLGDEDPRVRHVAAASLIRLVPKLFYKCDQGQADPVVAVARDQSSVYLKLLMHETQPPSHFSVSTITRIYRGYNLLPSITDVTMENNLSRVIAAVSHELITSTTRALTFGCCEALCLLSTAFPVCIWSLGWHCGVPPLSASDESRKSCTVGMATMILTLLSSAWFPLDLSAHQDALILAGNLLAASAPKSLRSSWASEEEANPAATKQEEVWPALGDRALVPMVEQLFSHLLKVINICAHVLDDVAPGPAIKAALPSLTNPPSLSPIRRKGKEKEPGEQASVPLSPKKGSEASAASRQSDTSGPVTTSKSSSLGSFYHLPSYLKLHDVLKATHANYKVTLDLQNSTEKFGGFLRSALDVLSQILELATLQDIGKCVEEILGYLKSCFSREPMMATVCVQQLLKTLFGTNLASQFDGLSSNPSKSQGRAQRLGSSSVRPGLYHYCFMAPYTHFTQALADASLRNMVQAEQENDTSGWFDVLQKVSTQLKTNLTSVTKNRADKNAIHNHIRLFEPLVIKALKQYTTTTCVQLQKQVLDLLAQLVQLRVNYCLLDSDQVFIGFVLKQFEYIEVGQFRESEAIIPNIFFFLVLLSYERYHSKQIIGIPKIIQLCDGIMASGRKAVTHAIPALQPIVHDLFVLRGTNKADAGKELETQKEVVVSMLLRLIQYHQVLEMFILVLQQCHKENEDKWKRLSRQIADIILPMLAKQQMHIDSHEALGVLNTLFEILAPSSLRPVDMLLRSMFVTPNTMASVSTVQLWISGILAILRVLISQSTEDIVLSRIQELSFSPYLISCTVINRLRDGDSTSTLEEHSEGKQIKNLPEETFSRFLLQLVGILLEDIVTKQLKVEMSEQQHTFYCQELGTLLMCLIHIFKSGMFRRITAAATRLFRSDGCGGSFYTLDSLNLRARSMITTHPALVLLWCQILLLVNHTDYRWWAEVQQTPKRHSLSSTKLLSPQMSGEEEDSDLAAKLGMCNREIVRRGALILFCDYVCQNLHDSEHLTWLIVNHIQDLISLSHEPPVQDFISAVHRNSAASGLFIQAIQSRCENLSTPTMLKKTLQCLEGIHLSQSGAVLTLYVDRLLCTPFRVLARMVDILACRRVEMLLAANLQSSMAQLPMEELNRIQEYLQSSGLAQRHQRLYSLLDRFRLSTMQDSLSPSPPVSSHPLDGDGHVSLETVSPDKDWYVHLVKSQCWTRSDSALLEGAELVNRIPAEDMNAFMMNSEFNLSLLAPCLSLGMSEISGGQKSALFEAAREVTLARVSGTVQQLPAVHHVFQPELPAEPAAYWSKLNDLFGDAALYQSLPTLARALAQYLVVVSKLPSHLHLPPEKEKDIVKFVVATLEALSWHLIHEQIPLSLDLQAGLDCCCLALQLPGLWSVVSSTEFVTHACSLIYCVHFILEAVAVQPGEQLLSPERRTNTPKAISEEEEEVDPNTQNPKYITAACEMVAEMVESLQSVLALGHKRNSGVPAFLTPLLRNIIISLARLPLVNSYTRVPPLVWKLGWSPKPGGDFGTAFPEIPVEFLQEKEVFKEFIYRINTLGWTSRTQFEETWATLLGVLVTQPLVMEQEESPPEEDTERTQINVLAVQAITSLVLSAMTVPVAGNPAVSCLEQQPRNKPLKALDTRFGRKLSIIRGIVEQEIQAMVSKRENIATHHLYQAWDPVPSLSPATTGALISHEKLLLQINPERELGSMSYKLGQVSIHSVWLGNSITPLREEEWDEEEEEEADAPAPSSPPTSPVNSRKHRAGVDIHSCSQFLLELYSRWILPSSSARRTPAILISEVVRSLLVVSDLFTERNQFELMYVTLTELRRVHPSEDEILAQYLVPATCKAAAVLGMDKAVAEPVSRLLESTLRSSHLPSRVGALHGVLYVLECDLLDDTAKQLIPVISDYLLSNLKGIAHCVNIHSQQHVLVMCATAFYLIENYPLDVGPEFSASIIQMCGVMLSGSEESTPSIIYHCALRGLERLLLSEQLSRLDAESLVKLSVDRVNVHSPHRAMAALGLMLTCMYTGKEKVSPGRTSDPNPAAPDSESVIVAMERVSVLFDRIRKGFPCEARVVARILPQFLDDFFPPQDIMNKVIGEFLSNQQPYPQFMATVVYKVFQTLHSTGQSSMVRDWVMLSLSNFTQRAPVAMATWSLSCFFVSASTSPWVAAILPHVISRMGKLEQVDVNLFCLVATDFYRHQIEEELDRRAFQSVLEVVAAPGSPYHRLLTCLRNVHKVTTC
Active calls of the source: *; nt = not tested or not shown; & = joins results of further samples. Rule as the data show it: active = inhibition above about 50%; inactive = the rest.

Structure,Pf apPOL block,mHTT-CaM PPI inh
COc1ccc(S(=O)(=O)NCCSc2cc(C(F)(F)F)nc3ccccc23)cc1,-2.5,nt
CC(O)CNC(=O)C(=O)Nc1cccc(Cl)c1Cl (stereo not given),0.2,-3.5
O=C(CS(=O)(=O)c1ccc(C(F)(F)F)cc1[N+](=O)[O-])Nc1ccc(F)cc1F,17.1,nt
Cc1ccc(C)n1CCN1CCN(C(=O)c2cccc(C(F)(F)F)c2)CC1,-4.1&-4.2,nt
Cc1ccc(-n2cc(C3CCN(C(=O)c4ccccc4)CC3)cn2)cc1,-5.1,6.3
O=C1OC(c2ccc([N+](=O)[O-])cc2Cl)=N/C1=C\c1ccc([N+](=O)[O-])cc1,-2.8,-1.0
O=C1CSC(=O)N1CC(O)Cn1c2ccc(Cl)cc2c2cc(Cl)ccc21 (stereo not given),-3.0,8.0
CC1=CC(C)C2(CO)COC(c3ccccc3)C1C2C (stereo not given),-2.7,5.0
CCOc1ccccc1CNC(=O)CC1CCN(C(=O)c2ccc(C)cc2)CC1,-2.8,2.3
CC(C)CCn1c(=O)c2c(ncn2C(C)C)n(-c2ccc(Cl)cc2)c1=O,-3.0,4.2
O=C1c2cccc(Oc3ccccc3)c2C(=O)c2c(Oc3ccccc3)cccc21,-2.4,nt
CCc1noc(-c2cccn2CC#N)n1,6.0,-3.2
N#CNC(=Nc1cccc(Cl)c1)Oc1ccccc1,-12.6,nt
COc1cccc(C(=O)N2CCC(c3cc(-c4cccc(OC)c4)n[nH]3)CC2)c1,-2.9,42.7
Cc1cc(NC(=O)c2ccco2)no1,nt,-4.6
COc1ccc(/C=C2\SC(=N)NC2=O)cc1OCc1ccc(Cl)cc1Cl,-2.3,3.0
Cc1cc(N2CCN(C(=O)c3ccc(F)c(F)c3)CC2)c(F)cc1[N+](=O)[O-],11.7,12.9
CCOc1ccc(/C=C2/N=C(c3cc([N+](=O)[O-])ccc3OC)OC2=O)cc1,0.2,9.0
COc1ccc(-c2ccc(SCC(=O)Nc3cccc([N+](=O)[O-])c3)nn2)cc1OC,-2.2,-8.1
CC1CC(C)CN(S(=O)(=O)c2ccc(C(=O)Nc3nnc(-c4ccc(F)cc4)o3)cc2)C1 (stereo not given),-12.6,5.0
CCN(CC)c1ccc(C2N(C(=O)c3ccccc3)CCN2C(=O)c2ccccc2)cc1,-0.4,21.0
CCC(C)(C(=O)NC1CCCCC1)N(Cc1ccco1)C(C)=O (stereo not given),1.8,0.0
COCC(=O)Nc1sccc1C(=O)OC,-10.9,nt
COc1ccc(C(O)=C2C(=O)C(=O)N(CCN3CCNCC3)C2c2ccccc2F)cc1 (stereo not given),-1.6,0.8
O=S(=O)(c1ccccc1F)N1CCc2nc(-c3ccc(Cl)cc3)ncc2C1,1.6,-8.7

New compounds follow:
Structure,Pf apPOL block,mHTT-CaM PPI inh
Cc1cccc(C(=O)N=c2sc(C)cn2CC(=O)N2CCCC2)c1,0.0,1.3
O=C(Cn1cc(COc2ccccc2[N+](=O)[O-])nn1)c1ccc(O)cc1,-2.4,-0.7
COc1ccc(NC(=O)Cc2nnc(NC(=O)Nc3ccc(C)c(C)c3)s2)cc1,-2.0,13.7
CC1CCN(S(=O)(=O)c2cc(C(=O)Nc3ccccc3Cl)ccc2F)CC1,-3.6,-23.0
Cc1ccccc1NC(=O)CCCC(=O)O,-3.7,-3.3
COc1ccc(N2CCN(CCNC(=O)c3cnccn3)CC2)cc1,-4.6,-6.4
CCc1ccccc1Nc1c(-c2nc(C)no2)cnc2nc(C)ccc12,-16.7,41.4
CC(C)(C)OC(=O)NCCNC(=O)c1ccc(OC(F)(F)F)cc1,-5.1,nt
CC1C=CC(C)C(C(=O)O)C1C(=O)O (stereo not given),-8.2,2.2
Cc1cc2oc(=O)cc(C)c2cc1NC(=O)c1cccc(Br)c1,-0.6,0.0
COc1cccc(Nc2ncc3c(n2)CCN(Cc2ccccc2F)C3)c1,-3.7,22.6
Cc1ccc(CN(Cc2ccc3c(c2)OCO3)C(=O)c2ccccc2)o1,1.0,2.4
COc1n[nH]c(C(=O)Nc2ccc(S(=O)(=O)Nc3onc(C)c3C)cc2)c1[N+](=O)[O-],-1.0,2.0
COc1ccc2c(c1)c(CN1CCC(C(=O)NCCCOC(C)C)CC1)cn2C,2.8,-4.3
Cc1cccc(C(CC(=O)NCc2ccccc2)c2ccccc2)c1O (stereo not given),0.1,-0.3
O=C(NC(=O)c1ccccc1O)c1ccccc1,-9.8,-4.3
O=S(=O)(c1cccc(C(F)(F)F)c1)N1CCC(N2CCCCC2)CC1,-5.3,-3.7
COc1nccc(N2CCC(CC(=O)NCCN3CCCCC3)CC2)n1,-4.1,0.2
O=C(NCc1ccco1)C(=O)Nc1cccc(N2CCCC2=O)c1,-9.1,-7.6
O=C1NN(c2ccccc2)C(=O)/C1=C/c1ccccc1OCc1ccccc1F,-6.3,-3.0
COc1ccc(NS(=O)(=O)c2cc3c(s2)CCN(C(C)=O)C3)cc1,-2.8,3.7
CCCC1CC(C(=O)NC(C(C)O)C2OC(SC)C(O)C(O)C2O)N(C)C1 (stereo not given),-6.0,nt
Cc1ccc(CNC(=O)c2cc(-c3ccc(Cl)s3)nc3ccccc23)o1,5.3,47.0
Cc1ncnc2c1CCC(=O)N2Cc1ccc2c(c1)OCO2,2.5,-4.1
O=C(Nc1ccc(F)cc1)c1cccc(Br)c1,-14.3,-8.4

Next part.
Structure,Pf apPOL block,mHTT-CaM PPI inh
CN1CCCc2c1[nH]c1ccccc1c2=O,3.7,-5.6
O=C(C1CCCC1)N1CCc2ccc(NC(=O)C34CC5CC(CC(C5)C3)C4)cc21,3.4,0.1
CC(C)c1cc(C2CCCN2C(=O)c2ccn(C)n2)no1 (stereo not given),-1.1,-1.4
COc1ccc(Cl)cc1C(=O)Nc1c2c(nn1-c1ccc([N+](=O)[O-])cc1)CS(=O)(=O)C2,1.1,1.0
Cc1noc(COC2CCN(C(=O)c3ccc4ccccc4n3)CC2)n1,-3.9,-1.1
COc1ccc(C(=O)N2CCC(C(=O)Nc3cccc(SC)c3)CC2)cc1,-0.1,13.9
Cc1cc(Br)ccc1OCC(N)=O,-3.5,2.4
CCOc1ccc(NC(=O)N2CCCC2c2nc(-c3ccc(OC)cc3)no2)cc1 (stereo not given),-4.7,2.5
C=CCNC(=O)C1CCC(c2cccc(C)c2)N(C(=O)NC(C)C)C1 (stereo not given),3.1,1.6
Cc1sc(N=Cc2cc([N+](=O)[O-])ccc2O)c(C#N)c1C,0.5,6.0
COc1ccc(-c2c(C)c3cc(OC(=O)C4CCCCC4)ccc3oc2=O)cc1OC,-7.7,-5.9
CCN(CC)CCCNC(=O)CN1C(=O)/C(=C/c2cccc(Cl)c2)Sc2ccccc21,-0.9,40.0
Cc1ccc(S(=O)(=O)N2CCC(C(=O)N(Cc3ccccc3)Cc3ccccc3)CC2)cc1,1.7,1.1
O=C(COc1ccccc1F)N1CCN(c2ncnc3c2nnn3Cc2ccccc2)CC1,-4.2,6.6
CCOC(=O)c1cc(-c2ccccc2)n(CCNC(=O)OC(C)(C)C)c1C,-6.7,nt
COc1ccc(CNC(=O)C2CCC(Cn3c(=O)[nH]c4ccsc4c3=O)CC2)cc1 (stereo not given),-6.1,4.0
Cc1ccccc1Cn1c(NC(C)CCO)nc2c1c(=O)n(C)c(=O)n2C (stereo not given),4.7,3.0
FC(F)(F)C(Sc1ccccc1)=C(Sc1ccccc1)Sc1ccccc1,4.8,nt
CC(=O)N1c2ccc(S(=O)(=O)NCCCN3CCOCC3)cc2CC1C (stereo not given),6.2,-3.0
COc1ccc(NC(=O)N2CCC(Cc3ccc(F)cc3)CC2)cc1,-7.2,-1.0
CCOc1ccc(CNC(=O)CCc2cn(C)c3ccccc23)cc1,-8.8,24.0
COc1ccc(C)cc1NC(=O)c1cc(S(=O)(=O)N2CCCCC2C)ccc1F (stereo not given),-0.5,8.0
O=C(O)c1ccc(NC2=CC(=NS(=O)(=O)c3ccc(Cl)cc3)c3ccccc3C2=O)cc1,4.9,82.0*
O=C(NCCc1ccccc1)C1CCCN(S(=O)(=O)N2CCCCCC2)C1 (stereo not given),-11.0,6.0
O=C(CCCN1C(=O)c2ccccc2C1=O)Nc1cccnc1,4.2,-7.0

3 compounds drawn at random from the list so far:
Structure,Pf apPOL block,mHTT-CaM PPI inh
Cc1ccc(CNC(=O)c2cc(-c3ccc(Cl)s3)nc3ccccc23)o1,5.3,47.0
CCCC1CC(C(=O)NC(C(C)O)C2OC(SC)C(O)C(O)C2O)N(C)C1 (stereo not given),-6.0,nt
Cc1cc2oc(=O)cc(C)c2cc1NC(=O)c1cccc(Br)c1,-0.6,0.0

Single values from above.
mHTT-CaM PPI inh, Cc1ccc(S(=O)(=O)N2CCC(C(=O)N(Cc3ccccc3)Cc3ccccc3)CC2)cc1 stands at 1.1
mHTT-CaM PPI inh, O=C(COc1ccccc1F)N1CCN(c2ncnc3c2nnn3Cc2ccccc2)CC1 stands at 6.6
Pf apPOL block, O=C(C1CCCC1)N1CCc2ccc(NC(=O)C34CC5CC(CC(C5)C3)C4)cc21 stands at 3.4
Pf apPOL block, Cc1noc(COC2CCN(C(=O)c3ccc4ccccc4n3)CC2)n1 stands at -3.9

New compounds follow
Structure,Pf apPOL block,mHTT-CaM PPI inh
O=[N+]([O-])c1ccc(-c2nc(C=Nc3ccc(F)cc3)c(O)o2)cc1,-4.2,2.0
Cc1oc2cc(OC(=O)C(C)(C)C)ccc2c(=O)c1-c1ccccc1,1.3,0.7
Cc1noc(-c2ccc(=O)n(C(C)C)n2)n1,-4.6,-5.7
CC(=O)NC(NC(C)=O)c1ccc(Br)cc1,0.3,-4.0
CC(=O)c1ccc(N=Cc2cc(Cl)cc(Cl)c2O)cc1,-11.7,9.0
COCCN1C(=O)c2ccccc2C(C(=O)N2CCOCC2)C1c1ccc(F)cc1 (stereo not given),-5.1,-4.0
CCc1onc(C)c1C1CCCN1Cc1ccccc1Br (stereo not given),8.3,-56.1
COc1cc(C2=N/C(=C\c3sccc3C)C(=O)O2)cc(OC)c1OC,1.6,-4.0
CC(C)CNC(=O)C1COC2(CCC(C)CC2)N1C(=O)c1ccc(F)cc1 (stereo not given),-0.6,-8.1
Cc1nn(Cc2ccc(Cl)cc2)c(C)c1NC(=O)c1noc2c1CCCCC2,1.8,67.2*
O=C(c1n[nH]c(=O)c2ccccc12)N1CCCCCC1,-0.3,2.0
O=C(CCn1c(N2CCCCC2)nc2ccccc2c1=O)NCc1ccccc1,-1.3,-5.7
Cc1nn(C)c(C)c1NC(=O)c1ccc([N+](=O)[O-])cc1,-3.4,0.5
Cc1sc2ncnc(N3CCCC3)c2c1C(=O)NCc1ccc(F)cc1Cl,-1.0,9.3
Cc1oc2c(C)c(OC(=O)N3CCOCC3)ccc2c(=O)c1-c1nc2ccccc2s1,-1.8,-0.6
COc1ccc(NC(=O)C2CN(C(=O)c3ccncc3)CC23CCCCC3)c(C)c1 (stereo not given),-0.6,9.6
Cc1cc2[nH]c(C(=O)Nc3ccccc3Cl)c(CN3CCOCC3)c2s1,33.0,19.5
Fc1cc(F)c(F)c(OCc2nc(-c3cccs3)no2)c1F,nt,-11.3
COc1ccccc1CNC(=O)C(=O)NCc1ccsc1,-6.1,-9.5
COc1ccc(S[C@@H](CCN2CC[C@H](O)CCC2=O)c2ccccc2)cc1,-2.6,19.7
CCc1nnc2ccc(-c3noc(-c4c(F)cccc4F)n3)cn12,-1.1,-8.8
N#Cc1c(N)n(-c2ccccc2)c2nc3ccccc3nc12,4.3,-1.0
N#CC1=C(N)N2C(=C(C#N)C13CCCCC3)SC1CCCCC12O (stereo not given),2.2,7.0
O=C1c2ccccc2-c2onc3ccc(Nc4ccccc4)c1c23,1.1,43.0
CCOc1ccccc1N1CCN(C(=O)c2ccc(Cl)cc2)C(C)C1=O (stereo not given),-2.7,-5.0

Remaining list, next part
Structure,Pf apPOL block,mHTT-CaM PPI inh
Cc1ccc(N(CC(=O)O)S(C)(=O)=O)cc1Cl,-7.8,1.9
CCCN(C)C(=O)c1ccc2c(c1)nnn2C,0.4,-2.2
O=C(NCCn1nc(-c2cccs2)ccc1=O)c1cc2ccccc2[nH]1,-16.8,-10.2
O=C(C1=C2CCCN2c2ccccc2S1(=O)=O)N1CCCCC1,-4.5,-4.1
COc1ccc(N(CN2C(=O)c3ccccc3C2=O)C(C)=O)cc1,-0.5,2.0
CCOc1ccccc1NC(=O)C1CC(=O)N(CCc2c[nH]c3ccc(F)cc23)C1 (stereo not given),-1.1,29.7
COc1ccccc1CC(=O)Nc1ccc2c(c1)CCC(=O)N2C,-5.0,-0.6
Cc1ccc(S(=O)(=O)N2CCCC2)cc1[N+](=O)[O-],-0.3,3.4
COc1ccc(-n2nc(C(=O)NCC(=O)Nc3ccc(F)cc3)c3ccccc3c2=O)cc1OC,-1.7,4.0
O=C(CN1CCC(c2nc(-c3cccc(F)c3)no2)CC1)NCc1ccccc1,-5.1,3.0
COc1ccccc1CC(=O)N1CCN(C2=NC=CN3CC(C)N=C23)CC1 (stereo not given),-1.9,15.6
Cc1ccc(-c2n[nH]c(=O)c3ccccc23)cc1S(=O)(=O)Nc1ccc(F)cc1,3.1,13.0
CN(C)CCCNS(=O)(=O)c1ccc(Cl)cc1,nt,-7.6
NC(=O)c1ccsc1NC(=O)c1ccc(Cl)cc1,-1.2,-5.2
COc1cccc(/C=C2\SC(=O)N(CNc3cccc(Br)c3)C2=O)c1,-1.4,8.0
Cc1ccc(N2NC(=O)/C(=C\c3ccc(N(C)C)cc3)C2=O)cc1Cl,2.6,6.0

Of the compounds above, these have a tert-butyl group:
Structure,Pf apPOL block,mHTT-CaM PPI inh
CC(C)(C)OC(=O)NCCNC(=O)c1ccc(OC(F)(F)F)cc1,-5.1,nt
CCOC(=O)c1cc(-c2ccccc2)n(CCNC(=O)OC(C)(C)C)c1C,-6.7,nt
Cc1oc2cc(OC(=O)C(C)(C)C)ccc2c(=O)c1-c1ccccc1,1.3,0.7

Screens (PubChem)

Compounds were not picked by outcome (roughly 3.5% active in at least one column).
